# Furin inh – inhibitors of human furin | purified furin, fluorogenic substrate cleavage | 220,000 compounds, 0.061% hits | AID 463115 | P09958 | inhibition, % at 30 µM; in the data active means inhibition above about 25%; further: inactives centre near -15
# BaF3 parental – reduces parental Ba/F3 cell viability, JAK2V617F counter-screen; CellTiter-Glo ATP luminescence; 220,000 compounds, 1.1% hits; inhibition, % at 5.6 µM;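 active means inhibition above a per-campaign cutoff, the mean inhibition of all tested compounds plus 3 SD, cut at about 27% in these data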;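 further: 0% = DMSO wells and 100% = JAK Inhibitor I control wells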
# TbHK1 inh – blocks Trypanosoma brucei hexokinase 1 activity; 220,000 compounds, 0.11% hits; inhibition, % at 10 µM; AID 1430; recombinant TbHK1, G6PDH-coupled NADH A340;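 active means inhibition of 50% or more in the single-dose primary screen; inactive means inhibition below 50%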
# p97 ATPase inh – inhibitors of human p97 ATPase | P55072 | recombinant p97 ATPase, Kinase-Glo ATP luminescence, 3 h | inhibition, % at 8 µM | 220,000 compounds, 0.42% hits | AID 1481; in the data active means inhibition above about 15%;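 further: 0% = DMSO vehicle and 100% = wells lacking enzyme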
# PPC-1+TRAIL kill – compounds killing PPC-1 cancer cells with TRAIL present (potentiator screen, no TRAIL-free arm); 220,000 compounds, 0.41% hits; PPC-1 cells + TRAIL, ATPLite viability luminescence; cell killing (% activity), % at 4 µM; AID 1443;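 active means cell killing above 50% in the first pass at 4 µM, then a duplicate retest at 5 µM averaging 50% or more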;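 further: plate controls were cells with TRAIL plus DMSO for no effect and medium-only wells lacking cells for full effect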
# EP2 antag – blocks the human prostaglandin E2 receptor EP2; C6 glioma cells expressing human EP2, cAMP TR-FRET; cells stimulated with saturating PGE2; inhibition, % at 25 µM; 260,000 compounds, 0.52% hits;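 active means percent inhibition above 40 after rounding to a whole number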;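 further: rat C6 glioma host cells with rolipram phosphodiesterase inhibitor present; the protocol text gives 20 µM as final concentration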
# Target sequence (P43116 whole entry, looked up): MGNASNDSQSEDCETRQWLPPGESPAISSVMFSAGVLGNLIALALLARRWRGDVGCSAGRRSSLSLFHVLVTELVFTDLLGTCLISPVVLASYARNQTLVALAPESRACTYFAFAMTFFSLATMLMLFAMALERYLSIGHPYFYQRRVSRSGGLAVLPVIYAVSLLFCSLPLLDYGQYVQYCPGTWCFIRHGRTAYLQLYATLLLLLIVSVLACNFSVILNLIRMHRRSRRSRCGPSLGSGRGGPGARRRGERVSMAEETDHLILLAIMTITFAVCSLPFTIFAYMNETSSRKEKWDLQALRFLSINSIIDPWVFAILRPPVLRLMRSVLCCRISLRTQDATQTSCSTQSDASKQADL
# RBBP9 inhibitor – inhibitors of human serine hydrolase RBBP9. recombinant RBBP9, FP-Rh probe fluorescence polarization. inhibition, % at 7.94 µM. 220,000 compounds, 0.2% hits. AID 1515;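 active means inhibition above the campaign mean of all tested compounds plus 3 SD, cut at about 14% in these data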;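 further: plate controls were DMSO wells with RBBP9 for no effect and wells lacking RBBP9 protein for full effect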
# Target sequence (O75884 whole entry, looked up): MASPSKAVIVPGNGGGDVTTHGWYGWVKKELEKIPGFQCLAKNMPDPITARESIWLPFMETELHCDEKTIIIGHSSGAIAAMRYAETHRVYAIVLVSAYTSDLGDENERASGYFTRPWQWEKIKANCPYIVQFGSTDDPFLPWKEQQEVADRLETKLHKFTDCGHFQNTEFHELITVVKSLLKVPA
#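 Measured by: FP readout at 525/598 nm; material: recombinant human RBBP9; also added: Serine-hydrolase probe FP-Rh, 375 nM pre-mixing; medium: Tris buffer pH 8.0, NaCl, Pluronic; replication: one well per compound; doses: one concentration, 7.94 µM nominal, 0.794% DMSO; timing: preincubation 30 min plus labeling 45 min at 25 °C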
# Ba/F3 V617F tox – lowers viability of Ba/F3 cells expressing EpoR and JAK2V617F | inhibition, % at 5.6 µM | ATP luminescence | 220,000 compounds, 1.1% hits;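 active means inhibition above the campaign mean plus 3 SD over all tested compounds, cut at about 24% in these data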;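 further: cytokine-independent growth of Ba/F3 cells driven by EpoR plus mutant JAK2; 0% = DMSO-treated cells and 100% = JAK inhibitor I control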
# p47phox inh – p47phox (human) inhibition | P14598 | p47phox/p22phox peptide binding, fluorescence polarization, 2 h | inhibition, % at 24.7 µM | 220,000 compounds, 0.53% hits;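 active means inhibition above about 30%, limit read from the data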;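 further: 0% = p47phox with labelled peptide and 100% = labelled peptide alone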
# Target sequence (P14598 whole entry, looked up): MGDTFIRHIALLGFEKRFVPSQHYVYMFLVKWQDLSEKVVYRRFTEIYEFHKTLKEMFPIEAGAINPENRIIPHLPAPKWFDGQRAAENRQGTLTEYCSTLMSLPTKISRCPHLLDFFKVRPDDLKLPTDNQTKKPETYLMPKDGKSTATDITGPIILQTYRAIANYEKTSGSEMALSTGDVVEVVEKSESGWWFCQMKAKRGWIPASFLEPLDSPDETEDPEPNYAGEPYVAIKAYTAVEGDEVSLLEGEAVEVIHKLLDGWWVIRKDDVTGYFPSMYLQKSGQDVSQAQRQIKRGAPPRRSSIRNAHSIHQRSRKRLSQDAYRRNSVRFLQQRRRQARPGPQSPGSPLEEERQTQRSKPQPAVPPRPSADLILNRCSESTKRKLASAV
# * marks the source's active call; other numbers are inactive results; / = no result given; & = joins results of further samples; [ ] = dose if it differs, or a comment. This is a subset; the hit share may differ from the screen's.
entry	SMILES	TbHK1 inh	BaF3 parental	RBBP9 inhibitor	p47phox inh	Ba/F3 V617F tox
1	COc1cccc(CN(C)CC(=O)Nc2sc3c(c2C#N)CCC3)c1	8	11	1	-25	2
2	CC(=O)C1=C(c2ccccc2)OC(N)=C(C#N)C1c1ccccc1F (stereo not given)	-7	2	3	-3	0
3	Cc1cnn(-c2cc(N/N=C/c3ccc(F)cc3)ncn2)c1	-17	0	-7	-2	-1
4	CC1CCC(C(C)C)C(OCC(O)CN2CCCC(C)C2)C1 (stereo not given)	2	6	-8	1	-1
5	Cc1cc(NC(=O)COc2cccnc2[N+](=O)[O-])no1	-8	-1	1	-9	-2
6	CC1CCN(Cc2nc(Cl)c3c4c(sc3n2)CCC4)CC1	-10	3	-2	-11	0
7	O=C(CCN1C(=O)c2ccccc2C1=O)Nc1ccc(F)cc1	2	2	0	-12	2
8	COC(=O)c1cnc(NNS(=O)(=O)c2ccc(C(F)(F)F)cc2)nc1C(F)(F)F	-16	-7	1	8	-2
9	COc1ccc(C=NCCC2(O)CC(C)N(C)CC2C)cc1 (stereo not given)	7	2	-3	-10	-6
10	COC(=O)c1cc(NS(=O)(=O)c2ccc(C(C)C)cc2)ccc1N1CCOCC1	-8	5	-1	-6	-4
11	CC(C)C(NC(=O)c1ccccc1)C(=O)NCc1ccccn1 (stereo not given)	5	4	-2	-1	-1
12	CCOC(=O)C(NC(=O)c1ccccc1)(N1CCOCC1)C(F)(F)F (stereo not given)	-5	2	-1	-9	-2
13	O=C(NCc1cccnc1)c1cc(-c2cccs2)on1	-9	2	4	138*	2
14	CCC(c1nnnn1C(C)(C)C)N(Cc1cccs1)Cc1cc2cc(C)c(C)cc2n2nnnc12 (stereo not given)	-23	7	-5	/	6
15	O=C1CC(c2ccccc2)=Nc2ccccc2N1Cc1ccccc1	1	9	-3	-17	5

entry	EP2 antag	p97 ATPase inh	PPC-1+TRAIL kill	Furin inh
1	8	-5	3	-19
2	2	3	2	-16
3	4	-2	18	-8[20 µM]
4	5	1	9	-28
5	7	1	-2	-19
6	3	0	14	-26
7	9	3	7	20[20 µM]
8	4	0	-5	-20
9	9	9	30	-19[20 µM]
10	4	4	23	-2
11	1	2	-1	-18[20 µM]
12	12	1	6	-23
13	/	2	10	-21
14	11&13	-5	/	-12[20 µM]
15	5	-7	14	-7

# 3 entries from above, with one line to a screen.
7	O=C(CCN1C(=O)c2ccccc2C1=O)Nc1ccc(F)cc1
1	COc1cccc(CN(C)CC(=O)Nc2sc3c(c2C#N)CCC3)c1
9	COc1ccc(C=NCCC2(O)CC(C)N(C)CC2C)cc1 (stereo not given)

Screen / compound no.	7	1	9
TbHK1 inh	2	8	7
BaF3 parental	2	11	2
RBBP9 inhibitor	0	1	-3
p47phox inh	-12	-25	-10
Ba/F3 V617F tox	2	2	-6
EP2 antag	9	8	9
p97 ATPase inh	3	-5	9
PPC-1+TRAIL kill	7	3	30
Furin inh	20[20 µM]	-19	-19[20 µM]

# (further entries)
entry	SMILES	TbHK1 inh	BaF3 parental	RBBP9 inhibitor	p47phox inh	Ba/F3 V617F tox
16	CCC(OC(=O)CN1C(=O)C(=O)c2ccccc21)C(=O)Nc1ccc(S(N)(=O)=O)cc1 (stereo not given)	10	2	-10	3	4
17	O=C(NC1CCCc2ccccc21)c1ccc2c(c1)OCO2 (stereo not given)	4	4	0	-4	1
18	Cc1cc(N/C=C/C(=O)c2ccc(Br)cc2)no1	-13	1	-4	13	-4
19	CC(C)CCNc1nc2c(c(=O)n(Cc3cccc(F)c3)c(=O)n2C)n1C	-1	6	-4	-9	-1
20	COc1cccc(OCCOc2ccccc2[N+](=O)[O-])c1	1	4	-3	/	-2
21	Cn1c(SCc2ccccc2)nnc1-c1cccs1	0	4	2	-10	-2
22	CCOc1ccccc1N1CCN(S(=O)(=O)c2ccc(Cl)s2)CC1	2	5	5	-12	2
23	Cc1ccc(OCC2Cn3c(nc4c3c(=O)[nH]c(=O)n4C)O2)cc1 (stereo not given)	1	4	0	-3	2
24	O=C(CCS(=O)(=O)c1ccccc1Cl)Nc1ccc(S(=O)(=O)Nc2ncccn2)cc1	9	1	-16	-8	2
25	Cc1ccc(Cn2nnnc2CN2CCC(NC(=O)c3ccc(Br)cc3)CC2)cc1	4	-2	-5	-17	-5
26	CCOc1ccc(S(=O)(=O)N2CCOCC2)cc1[N+](=O)[O-]	-9	3	-10	-5	3
27	CC1CN(c2ncnc3c2oc2ccccc23)CC(C)O1 (stereo not given)	-9	5	-2	-6	2
28	O=[N+]([O-])c1cc(-c2nnc(N3CCOCC3)c3ccccc23)ccc1N1CCOCC1	-13	8	-8	-7	3
29	CCOC(=O)c1c(O)cc(C)[nH]c1=O	7&-4	2&-5	-8&8	5&-2	-1&-2
30	COc1cccc(/C=C/C(=O)OCC(=O)Nc2ccc(N3CCOCC3)cc2)c1OC	-3	1	-6	3	42*

entry	EP2 antag	p97 ATPase inh	PPC-1+TRAIL kill	Furin inh
16	9	-4	3	-14
17	6	3	24	-13
18	10	2	-2	8[20 µM]
19	12	1	-2	-19
20	3	4	/	-6[20 µM]
21	11	4	2	-8
22	10	-3	2	-19[20 µM]
23	6	-2	0	-10[20 µM]
24	10	1	2	-19
25	31	-1	0	0[20 µM]
26	3	1	7	-3
27	16	5	-12	-8
28	16	-1	-2	-13
29	3&5	-3&1	6&-9	-29&-7
30	5	2	30	-22

# Later entries:
entry	SMILES	TbHK1 inh	BaF3 parental	RBBP9 inhibitor	p47phox inh	Ba/F3 V617F tox
31	Cc1ccc(S(=O)(=O)N2CCOCC2)cc1C(=O)NCCN1C(=O)S/C(=C\c2ccccc2Cl)C1=O	-16	4	-4	-181	0
32	CCOC(=O)C(CCCP(=O)(c1ccccc1)c1ccccc1)(NC(C)=O)C(=O)OCC	-8	0	-9	-4	3
33	CCCC1=[N+](CC(C)=O)CCn2c(C)ccc21	-31	13	-9	-19	2
34	NC(=O)c1oc2ccc(Cl)cc2c1NC(=O)CN1CCOCC1	1	7	-12	-11	-2
35	CS(=O)(=O)N1CCN(C(=O)C2c3ccccc3Oc3ccccc32)CC1	-1	9	0	-4	4
36	CCNC(=O)CCCOc1ccc(Cl)cc1Cl	4	4	-8	-14	3
37	CCOC(=O)c1cc(NC(=O)Nc2ccccn2)c(C)nc1C	1	9	3	-2	3
38	Cc1ccc(CNC(=O)c2ccc(COc3ccccc3)cc2)cc1	36	7	-2	-15	0
39	CC(=O)Nc1ccc(SCC(=O)Nc2ccc(Cl)cn2)cc1	-3	7	-1	-5	2
40	O=C1CC(c2ccco2)CC2=C1C1c3ccccc3C(=O)N1c1ccccc1N2 (stereo not given)	16	3	0	-27	1
41	CCC[N+]1(CC#CC2(O)CCCCC2)CCOCC1	5	7	-3	-5	1
42	COc1cc(/C=N/NC(=O)c2cc(-c3c(C)nn(-c4ccccc4)c3C)n[nH]2)ccc1O	-51	-6	-16	-16	-1
43	C=CCN1CCc2nc(N)sc2CC1	-2	2	6	-6	-3
44	O=C(CCSc1nc(-c2ccco2)cc(C(F)(F)F)n1)Nc1ccc2c(c1)OCO2	-4	1	-5	-3	4
45	CC(C)(C)OC(=O)NCCc1nnc(SCc2cccc(Cl)c2)o1	-4	2	-8	-9	-7

entry	EP2 antag	p97 ATPase inh	PPC-1+TRAIL kill	Furin inh
31	8	-3	22	-5
32	5	-5	21	-13
33	3	-1	-3	-9
34	7	10	8	-18[20 µM]
35	8	-5	6	-24[20 µM]
36	3	1	4	-19
37	2	-2	8	-18
38	8	0	-6	-5
39	10	4	8	-35
40	13	2	7	-14
41	4	4	/	-19
42	11	2	-1	-21
43	17	10	14	-14
44	17	-10	13	-4[20 µM]
45	7	-1	15	-15

# Brought forward from above: 2 entries, followed by the next part.
entry	SMILES	TbHK1 inh	BaF3 parental	RBBP9 inhibitor	p47phox inh	Ba/F3 V617F tox
44	O=C(CCSc1nc(-c2ccco2)cc(C(F)(F)F)n1)Nc1ccc2c(c1)OCO2	-4	1	-5	-3	4
45	CC(C)(C)OC(=O)NCCc1nnc(SCc2cccc(Cl)c2)o1	-4	2	-8	-9	-7
46	CCNc1nc(NCC)nc(N(C#N)CCOc2ccccc2)n1	-2	7	-1	-6	1
47	O=C(N/N=C/C=C/c1ccccc1)C1CC1c1ccccc1 (stereo not given)	-3	4	-5	-17	-1
48	Cc1nn(-c2ccccc2)c(C)c1C(=O)OCC(=O)NC(=O)NC1CCCC1	-1	2	-8	-6	2
49	O=C(N/N=C/c1cccnc1)c1cccc(N2CCCC2=O)c1	-10	2	-10	1	-2
50	COCc1nnc(NC(=O)c2ccc(S(=O)(=O)N3CCCCCC3)cc2)o1	-10	3	-1	-13	2
51	O=C(c1ccccc1)c1nn(-c2ccccc2)c(=O)cc1C(F)(F)F	-1	8	-4	-9	8
52	CCS(=O)(=O)N1Cc2ccccc2CC1C(=O)Nc1nc2ccccc2[nH]1 (stereo not given)	-4	5	-4	-11	2

entry	EP2 antag	p97 ATPase inh	PPC-1+TRAIL kill	Furin inh
44	17	-10	13	-4[20 µM]
45	7	-1	15	-15
46	4	1	16	-25
47	/	0	14	-19[20 µM]
48	3	-8	23	-11[20 µM]
49	7	1	3	-11
50	14	-3	13	-25
51	16	-1	-7	-8[20 µM]
52	3	-2	4	-7

# p47phox inh: entries above that show a hit
no.	molecule	TbHK1 inh	RBBP9 inhibitor	p47phox inh	p97 ATPase inh	Furin inh
13	O=C(NCc1cccnc1)c1cc(-c2cccs2)on1	-9	4	138*	2	-21
